Screening data: PubChem, several laboratories
FLuc stim CS: firefly luciferase counter-screen for stimulation assays; activation factor at 10 µM; P08659; ATPlite luciferase biochemical, luminescence, 10 min; 0 = ATP-free wells, 1 = DMSO control; 200,000 tested, under 10 active;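 active means luciferase activation factor, scaled between plate controls, of at least 2 with compound at 10 µM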
Target sequence (P08659 whole entry, looked up): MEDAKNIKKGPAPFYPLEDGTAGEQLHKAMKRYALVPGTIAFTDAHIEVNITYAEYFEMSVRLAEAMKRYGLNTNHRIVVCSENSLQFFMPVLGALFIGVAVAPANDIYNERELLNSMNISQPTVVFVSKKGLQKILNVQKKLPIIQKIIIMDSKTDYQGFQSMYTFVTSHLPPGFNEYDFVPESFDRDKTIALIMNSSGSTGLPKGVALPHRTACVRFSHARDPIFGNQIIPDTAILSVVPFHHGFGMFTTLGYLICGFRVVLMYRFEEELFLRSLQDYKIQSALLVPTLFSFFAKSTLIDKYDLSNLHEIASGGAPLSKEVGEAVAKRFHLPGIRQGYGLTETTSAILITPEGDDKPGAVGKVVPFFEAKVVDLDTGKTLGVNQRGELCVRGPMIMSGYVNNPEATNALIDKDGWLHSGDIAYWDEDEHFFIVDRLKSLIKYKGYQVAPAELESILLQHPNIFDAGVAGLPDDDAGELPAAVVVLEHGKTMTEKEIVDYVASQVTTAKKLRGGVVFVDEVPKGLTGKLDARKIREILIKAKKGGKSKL
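Material: luciferase plus luciferin reagent, cell-free. Medium: PBS buffer for ATP. Also added: ATP substrate, dispensed from a 10.24 µM working solution in PBS. Doses: test compounds dosed from 2 mM stocks in 100% DMSO. Incubation: 10 min post-reagent at room temperature. Technique: light output (luminescence). Read-out basis: luminescence gain marking luciferase activators.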
APP 5UTR inh: APP translation inhibition; inhibition, % at 2 µM; hit rate 0.82% among 190,000; AID 1285; SH-SY5Y APP 5'UTR-luciferase reporter, luminescence;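 active means inhibition above a set limit, derived from the sample mean plus 3 SD, cut at about 45% in these data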; further: values of inactives mirror those of a sister screen read the other way
STAT1 activator: increases IFN-gamma driven STAT1 reporter signal. hit rate 2.6% among 200,000. NIH 3T3 STAT1-luciferase reporter, luminescence; 100% = IFN-gamma alone, no compound. activation (% of control), % at 5.5 µM;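 active means activation above the screen-wide mean activation plus 3 SD, cut at about 130% in these data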;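 further: raw ratio to IFN-gamma control signal so 100% means no change and 0% no light; values of inactives mirror those of a sister screen read the other way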
NF-kB neuron act: NF-kB expression increase, human neuronal cells. NF-kB reporter expression; stronger effect = higher value. fold change at 12.5 µM. hit rate 1.6% among 190,000. AID 1239; in the data active means fold change above about 3.3
DTT redox prof: compounds producing H2O2 with reducing agent – biochemical, NIH compound library profiling, artefact control for MLSCN library redox annotation, primary screen. hit rate 0.03% among 200,000. activation, % at 10 µM. DTT-dependent redox cycling H2O2, phenol red/HRP absorbance; 100% = 100 µM peroxide control, 0% = buffer. AID 878;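 active means activation of at least 50% relative to the plate's high and low controls in the primary single-dose screen; inactive means activation below 50%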;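 further: compound incubated with DTT at 0.8 mM final as the reducing agent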
Efa HMGR inh: blocks class II HMG-CoA reductase of Enterococcus faecalis. purified E. faecalis HMGR, NADPH absorbance 340 nm kinetic. inhibition, % at 10 µM. hit rate 0.41% among 190,000;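 active means inhibition above a set limit, the median over all tested compounds plus 3 SD, cut at about 9.5% in these data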;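 further: enzyme runs in reverse so mevalonate oxidation gives rising NADPH absorbance; 0% = complete reaction with DMSO and 100% = background rate lacking mevalonate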
Hsp70 activator: Hsp70 transcriptional activation, primary screen. HeLa Hsp70 promoter luciferase reporter, luminescence; scaled: vehicle 0, proteasome-inhibitor control 100%. activation, % at 10 µM. hit rate 0.04% among 200,000. AID 1203;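 active means activation above the mean across all tested compounds plus 3 SD, cutoff set per campaign, cut at about 5.5% in these data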;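 further: 100% = MG132 at 30 µM as the positive control and 0% = DMSO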
APP 5'UTR act: activates APP 5'UTR luciferase reporter. hit rate 1% among 190,000. activation, % at 2 µM. SH-SY5Y APP 5'UTR luciferase reporter, luminescence; zero percent = DMSO vehicle wells;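 active means activation above a set limit, based on mean plus 3 SD of controls, cut at about 140% in these data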; further: values of inactives mirror those of a sister screen read the other way
FLuc inh counter: inhibits firefly luciferase, flagging false hits in luciferase inhibition screens. ATPLite firefly luciferase biochemical luminescence, 10 min. inhibition, % at 10 µM. AID 1006. hit rate 1.5% among 200,000;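 active means inhibition above about 50% when tested at 10 µM, limit read from the data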
G6PDH CS: L. mesenteroides G6PDH inhibition counter-screen | hit rate 0.12% among 200,000 | Purified L. mesenteroides G6PDH, diaphorase/resazurin coupled fluorescence, 45 min | inhibition, % at 5 µM; in the data active means inhibition above about 50%
Active calls of the source: *.

SMILES | FLuc stim CS | APP 5UTR inh | STAT1 activator | NF-kB neuron act | DTT redox prof | Efa HMGR inh | Hsp70 activator | APP 5'UTR act | FLuc inh counter | G6PDH CS
COc1ccccc1NS(=O)(=O)c1cc(NC(=O)CC(C)(C)C)ccc1N1CCOCC1 | 1 | -20 | 95 | 0.77 | -1.4 | -7 | -0.2 | 20 | -4 | 2
CCCc1cc(=O)[nH]c(/N=C(\N)Nc2ccccc2)n1 | 1.1 | 10 | 97 | 1.1 | -0.6 | 1 | -0.2 | -10 | -6 | 8
Cc1ccnc(SCc2cc(=O)c(OC(=O)c3cc([N+](=O)[O-])ccc3Cl)co2)n1 | 1.1 | -21 | 99 | 1.3 | 0.0 | -1 | -0.3 | 21 | -7 | 15
C=CCn1c(CCCNC(=O)C(C)(C)C)nc2ccccc21 | 1 | -2 | 101 | 1.4 | -2.2 | 0 | -0.1 | 2 | -4 | -12
Clc1ccccc1CN1CCN(/N=C/c2ccncc2)CC1 | 1 | -1 | 89 | 0.85 | -1.0 | -5 | -0.5 | 1 | 1 | 1
Cc1cc(C)n(-c2nc(C)nc3sc4c(c23)CCC(C)C4)n1 (stereo unspecified) | 1 | 4 | 97 | 1.1 | 0.7 | -8 | -0.4 | -4 | -3 | -6
CN(C)c1ccc(-c2nc3ccccc3n2C)cc1 | 0 | -98 | 74 | 2.1 | -0.2 | 1 | -0.2 | 97 | 96* | 7
COC(=O)C1CCN(C(c2cc(OC)c(OC)c(OC)c2)c2sc3nc(C)nn3c2O)CC1 (stereo unspecified) | 1.1 | 18 | 101 | 1.2 | -0.2 | -7 | -0.2 | -18 | -8 | -17
O=C(O)[C@@H]1CCCN1C(=O)c1ccco1 | 1 | -16 | 105 | 1.1 | -0.6 | -1 | -0.2 | 16 | -4 | 5
COCCn1c(SCC(=O)Nc2ccc(C)cc2)nc2c(oc3ccccc32)c1=O | 1 | 16 | 92 | 1.1 | 0.4 | -5 | 0.0 | -16 | 3 | 8
COc1ccccc1N1CCN(C(CNS(=O)(=O)c2cccs2)c2cccnc2)CC1 (stereo unspecified) | 1.1 | -10 | 99 | 1 | -1.6 | -5 | -0.3 | 9 | -7 | 2
Cc1cc(C)c(C#N)c(SCc2ccccc2C(=O)O)n1 | 1 | -7 | 97 | 1.3 | -0.4 | -4 | 0.0 | 7 | 1 | -2
CCOC(=O)c1cc(NC(=O)N2CCCCC2)c(C)nc1C | 1 | -8 | 105 | 1 | 1.1 | 1 | 0.2 | 8 | -5 | -1
C=CCNc1nc(-c2ccccc2)c(C(=O)OCC)cc1C#N | 1 | 4 | 99 | 1 | 1.4 | -3 | 0.0 | -4 | 0 | 4
COC(=O)c1ccc(COC(=O)c2ccc(N(C)C)cc2)cc1 | 1 | -12 | 120 | 1.6 | 1.9 | 1 | 0.0 | 12 | 1 | -3
O=C(CCc1ccccc1)OCC(=O)c1ccc([N+](=O)[O-])cc1 | 1.1 | 16 | 99 | 0.95 | -0.4 | -3 | -0.1 | -16 | -6 | 4
COc1ccc(OC)c(NC(=O)C(=S)NC2CCCCC2)c1 | 1 | -12 | 104 | 1.4 | -0.6 | -2 | -0.1 | 12 | 2 | 9
Cc1c(C(=O)N2CCN(c3ccccn3)CC2)oc2ccccc12 | 1 | -7 | 98 | 0.82 | 2.3 | -11 | -0.3 | 7 | 2 | 10
Cc1c(NC(=O)COc2cccc3c2OC(C)(C)C3)c(=O)n(-c2ccccc2)n1C | 1.1 | -1 | 90 | 1.3 | -1.0 | -1 | -0.2 | 1 | -6 | 6
CCOC(=O)c1cc(C(=O)Nc2ccc(C)c(F)c2)nn1C | 1 | -70 | 135* | 3.2 | -9.5 | 1 | 0.3 | 70 | 1 | 6
COC(=O)CCC(=O)NNC(=O)c1ccc(Cl)cc1Cl | 1 | 3 | 100 | 1.3 | 1.4 | 6 | -0.3 | -3 | -4 | 1
COc1cccc(C(=O)Nc2ccccc2N2CCCC2)c1 | 1.1 | 12 | 95 | 1.1 | 1.0 | 5 | -0.3 | -12 | -5 | -2
CC(Oc1ccc(Cl)cc1Cl)c1nc(-c2ccccn2)no1 (stereo unspecified) | 1 | -19 | 126 | 2 | 0.1 | -1 | 0.1 | 19 | 4 | 2
CC12C(=O)N(c3ccc(OC(=O)c4ccco4)cc3)C(=O)C1C1c3ccccc3C2c2ccccc21 (stereo unspecified) | 1 | 8 | 89 | 1.2 | 0.0 | -8 | 5.2 | -8 | -4 | 5
Cc1cc(C)n(-c2nc(C)nc(N)n2)n1 | 1 | -3 | 105 | 1.1 | 2.7 | 2 | -0.1 | 3 | -5 | -7
COc1cc(OC)cc(C(=O)Nn2cc(C(=O)N3CCN(C)CC3)c3ccccc3c2=O)c1 | 1 | 0 | 94 | 1.6 | -0.6 | -1 | -0.3 | 0 | -5 | -1
CN(C(=O)c1cnc2n(c1=O)CCS2)C1CCCCC1 | 1 | 1 | 102 | 1 | -1.9 | -3 | -0.3 | -1 | -4 | 10
COc1ccc(/C=C/C(=O)N(C(C)C)C(C)C)cc1Br | 1.1 | -18 | 99 | 1.4 | 4.3 | -4 | 0.0 | 17 | -6 | -7
CCOC(=O)c1cc(NC(=O)Nc2nc3ccccc3s2)c(C)nc1C | 1 | -19 | 107 | 0.95 | -0.2 | 2 | -0.3 | 19 | -2 | -17
CCC(C)c1ccccc1NC(=S)Nc1cccnc1 (stereo unspecified) | 1 | -17 | 88 | 1.1 | -3.0 | -3 | -0.4 | 17 | -4 | 0
COc1cc2c(cc1OC)CN(CC(=O)NC(=O)NC1CCCCC1)CC2 | 1 | -12 | 96 | 0.93 | -0.4 | -3 | -0.1 | 12 | -3 | 5
Cc1c(C(=O)N2CCc3ccccc32)oc2ccccc12 | 0.3 | -156 | 155* | 8.2* | 0.0 | -3 | 0.0 | 156* | 73* | -9
Brc1ccc(-c2nc3ccccc3s2)s1 | 0.4 | -115 | 137* | 6.8* | 3.6 | -2 | 0.4 | 115 | 64* | 0
COc1cc2cc(CN(CCc3cccc(C)c3)C(=S)NCCCN(C)C)c(=O)[nH]c2cc1OC | 1.1 | 4 | 101 | 0.9 | -0.5 | -4 | -0.3 | -4 | -7 | -9
Cc1cc(N/C=C\C(=O)c2ccc(Cl)c(Cl)c2)no1 | 1 | -13 | 135* | 2 | 1.3 | 2 | -0.2 | 13 | -1 | 4
Cc1ccc(-c2n[nH]c(=O)c3ccccc23)cc1S(=O)(=O)NCCO | 1 | 10 | 95 | 1.3 | 0.5 | -8 | -0.4 | -10 | -2 | 4
CN(C)C(CNC(=O)c1ccc2ccccc2c1)c1ccco1 (stereo unspecified) | 1 | -24 | 101 | 1.6 | -1.6 | -3 | 2.0 | 24 | 0 | 3
Cc1csc(NC(=O)C2CCCN(S(=O)(=O)c3ccc4c(c3)oc(=O)n4C)C2)n1 (stereo unspecified) | 1 | 9 | 92 | 1.4 | -1.3 | -2 | -0.4 | -9 | -1 | 6
COc1cccc(N=Nc2c(=O)[nH]n3c(=O)c4c([nH]c23)CCC4)c1 | 1 | 4 | 94 | 1.3 | 0.1 | -2 | 0.0 | -4 | -4 | 6
CC(C)(C)c1ccc(OCC(=O)O)cc1 | 0.9 | -15 | 101 | 1.1 | 1.0 | 0 | -0.3 | 15 | 7 | -4

Of the compounds above, eight have a halogen:
SMILES | FLuc stim CS | APP 5UTR inh | STAT1 activator | NF-kB neuron act | DTT redox prof | Efa HMGR inh | Hsp70 activator | APP 5'UTR act | FLuc inh counter | G6PDH CS
Cc1ccnc(SCc2cc(=O)c(OC(=O)c3cc([N+](=O)[O-])ccc3Cl)co2)n1 | 1.1 | -21 | 99 | 1.3 | 0.0 | -1 | -0.3 | 21 | -7 | 15
Clc1ccccc1CN1CCN(/N=C/c2ccncc2)CC1 | 1 | -1 | 89 | 0.85 | -1.0 | -5 | -0.5 | 1 | 1 | 1
CCOC(=O)c1cc(C(=O)Nc2ccc(C)c(F)c2)nn1C | 1 | -70 | 135* | 3.2 | -9.5 | 1 | 0.3 | 70 | 1 | 6
COC(=O)CCC(=O)NNC(=O)c1ccc(Cl)cc1Cl | 1 | 3 | 100 | 1.3 | 1.4 | 6 | -0.3 | -3 | -4 | 1
CC(Oc1ccc(Cl)cc1Cl)c1nc(-c2ccccn2)no1 (stereo unspecified) | 1 | -19 | 126 | 2 | 0.1 | -1 | 0.1 | 19 | 4 | 2
COc1ccc(/C=C/C(=O)N(C(C)C)C(C)C)cc1Br | 1.1 | -18 | 99 | 1.4 | 4.3 | -4 | 0.0 | 17 | -6 | -7
Brc1ccc(-c2nc3ccccc3s2)s1 | 0.4 | -115 | 137* | 6.8* | 3.6 | -2 | 0.4 | 115 | 64* | 0
Cc1cc(N/C=C\C(=O)c2ccc(Cl)c(Cl)c2)no1 | 1 | -13 | 135* | 2 | 1.3 | 2 | -0.2 | 13 | -1 | 4

Following part:
SMILES | FLuc stim CS | APP 5UTR inh | STAT1 activator | NF-kB neuron act | DTT redox prof | Efa HMGR inh | Hsp70 activator | APP 5'UTR act | FLuc inh counter | G6PDH CS
C=CCn1c(C)cc(C(=O)CSc2nc3ccccc3c(=O)[nH]2)c1C | 0.8 | -34 | 134* | 2 | 1.2 | -5 | -0.2 | 34 | 18 | -11
Cc1ccc2nc(N3CCN(c4ccccc4)CC3)c(C=O)c(=O)n2c1 | 1 | 10 | 100 | 1.1 | 0.0 | 0 | -0.3 | -10 | 2 | 13
COc1ccc(CCNC(=O)C2CC(=O)N(C3CCCC3)C2)cc1OC (stereo unspecified) | 1 | -3 | 94 | 1.1 | 1.4 | 0 | -0.1 | 3 | -3 | 7
COc1cccc(/C=N/Nc2nc(Nc3ccccc3)nc(-n3nc(C)cc3C)n2)c1O | 1 | 79* | 102 | 0.96 | -0.1 | 2 | -0.1 | -79 | 5 | 27
COC(=O)c1cc(-c2ccc(OC)cc2)n[nH]1 | 0.9 | -40 | 116 | 1.1 | -4.1 | -10 | -0.1 | 40 | 14 | 6
COC(=O)N/N=C1\CCCc2c(C)cc(C)cc21 | 1 | -10 | 102 | 1.3 | 0.0 | 0 | 0.0 | 10 | 2 | 0
Cc1cc(-c2c(C)[nH]n(-c3ccccc3)c2=O)n[nH]1 | 1 | -17 | 104 | 0.92 | -0.7 | 3 | 0.4 | 17 | -1 | 18
CCCOC(=O)CN1C(=O)c2ccc(C(=O)OCCC)cc2C1=O | 1.1 | 11 | 104 | 0.94 | -0.1 | 0 | 0.1 | -11 | -8 | 12
CC(C)NC(=O)C1(O)c2ccccc2NC(=O)N1c1ccc(Cl)c(Cl)c1 (stereo unspecified) | 1.1 | 25 | 87 | 0.84 | -2.7 | 4 | -0.3 | -25 | -7 | 1
Cc1cc(C)cc(-n2nc(C)cc2N)c1 | 1 | -22 | 105 | 1.3 | 0.1 | -5 | 0.3 | 22 | -3 | 4
